RSV CPE inhibition = inhibition of RSV-induced cytopathic effect – HEp-2 cells, primary 10 µM value included (AID 2391); HEp-2 cells, RSV-induced CPE inhibition; higher % means a stronger effect; CPE inhibition, % at 10 µM; hits with a dose series show IC50 in µM; actives 0.13% (n = 310,000); in the data active = a potency from the dose series; inconclusive = CPE inhibition mostly from about 23% at the one dose, without a potency; inactive = the rest, 99 in 100 with CPE inhibition below about 21%; also: strong numbers were not always called active
HIV fusion peptide = inhibitors of HIV fusion peptide binding, primary screen, biochemical, uHTS, fluorescence dequenching (AID 1986) | cell-free peptide binding, fluorescence dequenching, 30 min; higher % means a stronger effect | actives 0.3% (n = 290,000) | inhibition, % at 20 µM, or IC50 in µM where a hit was titrated; in the data active = inhibition mostly above about 52%, no sharp cut-off; inactive = mostly below about 76%; also: some results filed as inactive read as strong as hits
UTI89 phage lysis = protection from phage-mediated lysis, alamar blue read-out – E. coli UTI89, K1F phage, bacterial capsule biogenesis inhibitors (AID 488966). actives 0.02% (n = 340,000). E. coli UTI89 K1F phage lysis, alamar blue, 2 h; higher % means a stronger effect. inhibition, % at 100 µM, or IC50 in µM where a hit was titrated;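 active = phage lysis inhibition, versus mean bacterial control, above a set limit; inconclusive = no clear call, values can overlap the other calls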;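 also: capsule biogenesis inhibitors block K1F phage lysis so surviving cells raise fluorescence; higher fluorescence means more inhibition of phage lysis; actives were called in the ten point dose series up to 300 µM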
Large T inhibition = SV40 large T antigen inhibitors, biochemical (AID 1903); SV40 large T antigen ATPase/helicase inhibition assay; higher % means a stronger effect; inhibition, % at 20 µM; hits with a dose series show IC50 in µM; actives 0.39% (n = 310,000); in the data active = a potency from the dose series; inconclusive = inhibition mostly from about 32% at the one dose, without a potency; inactive = the rest, 99 in 100 with inhibition below about 32%; also: strong numbers were not always called active
Dengue-2 NS5 capping = Dengue-2 NS5 methyltransferase inhibitors, primary screen, biochemical, confirmation dose response (AID 588689) | Dengue-2 NS5 methyltransferase capping enzyme assay, biochemical; higher % means a stronger effect | inhibition, % at 25 µM; hits with a dose series show IC50 in µM | actives 0.3% (n = 340,000); in the data active = a potency from the dose series; inconclusive = inhibition above about 29% without an active follow-up result
MgcRacGAP inhibition = MgcRacGAP GTPase-activating activity inhibitors, confirmation, biochemical, ADP Hunter fluorescence. actives 0.6% (n = 340,000). one-dose inhibition, % at 30 µM; IC50 in µM for titrated hits. MgcRacGAP-stimulated Rac1 GTP hydrolysis, ADP Hunter fluorescence; higher % means a stronger effect; GST-tagged Rac1 F28L mutant substrate;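 active = first-screen hits whose inhibition reached a set limit at any dose in the follow-up dose series; inconclusive = inhibition above the set first-screen limit but never retested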;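 also: fluorescence reports GDP produced by GAP-driven GTP hydrolysis; strong numbers were not always called active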
GPR55 antagonists = GPR55 antagonists blocking LPI-driven arrestin recruitment, primary screen, imaging, U2OS, beta-arrestin-GFP, LPI agonist (AID 2013); U2OS GPR55 beta-arrestin-GFP translocation imaging, LPI antagonism; higher % means a stronger effect; actives 0.13% (n = 290,000); one-dose inhibition, % at 10 µM; IC50 in µM for titrated hits;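 active = spots per cell inhibited over 60%, with over 100 cells counted and total cytoplasm intensity under 500,000; inconclusive = wells with under 100 cells, flagged as likely toxic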;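 also: U2OS cells stably carrying GPR55 and arrestin-GFP stimulated by 5 µM LPI near EC80; imaged beta-arrestin-GFP aggregate spots per cell after agonist stimulation; plate controls were LPI-stimulated DMSO wells for no effect and DMSO wells without LPI for full effect; some results filed as inactive read as strong as hits; confirmed hits need IC50 under 10 µM and bright autofluorescent wells are also inconclusive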
PhoP inhibition = inhibitors of PhoP regulon expression, primary screen, Salmonella Typhimurium, GFP reporter (AID 1863). actives 0.16% (n = 300,000). S. Typhimurium PhoP-regulated promoter GFP reporter, 4 h; higher % means a stronger effect. inhibition, % at 50 µM, or IC50 in µM where a hit was titrated;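 active = inhibition over 29.93%, a cutoff 3 SD above the screen mean, later confirmed by dose response; inconclusive = inhibition over 29.93% but no dose response follow-up; inactive = inhibition at most 29.93% or unconfirmed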;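 also: 0% = low Mg2+ inducing control and 100% = high Mg2+ repressing control; strong numbers were not always called active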
GPR35 antagonists = GPR35 antagonists blocking zaprinast-driven arrestin recruitment, primary screen, imaging, U2OS, beta-arrestin-GFP, zaprinast agonist (AID 2058). U2OS GPR35 beta-arrestin-GFP translocation imaging, zaprinast antagonism; higher % means a stronger effect. one-dose inhibition, % at 10 µM; IC50 in µM for titrated hits. actives 0.052% (n = 290,000);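 active = inhibition of at least 50% with at least 30 cells and total cytoplasm GFP at most 10,000,000; inconclusive = under 30 cells or total GFP of 10,000,000 plus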
Dengue-2 NS5 capping pilot replicate = also measured in Dengue-2 NS5 capping; calls as there; inhibition, %; measured here: pilot screen replicate inhibition
* = called active by the depositor; ? = inconclusive; . = no result given; [ ] = remark or other dose.

SMILES	RSV CPE inhibition	HIV fusion peptide	UTI89 phage lysis	Large T inhibition	Dengue-2 NS5 capping	MgcRacGAP inhibition	GPR55 antagonists	PhoP inhibition	GPR35 antagonists	others
Cc1ccc(-c2c(C(=O)N/N=C/C3CCCCC3)nnn2-c2nonc2N)cc1	1.1%	-1.0%	0.2%	6%	-9%	5%	0%	-5%	27%
COc1ccc(NC2CCCN(C(=O)CCc3ccccc3F)C2)cc1 (configuration not stated)	0.7%	-1.9%	-0.1%	37%	-5%	65µM*	-9%	2%	6%
COc1ccc(/C=C/C(=O)Nc2c(C)nn(C)c2C)cc1COc1ccc(Cl)cc1Br	4.7%	-1.3%	-0.1%	2%	-5%	3%	7%	-2%	7%
CC(=O)N(NC(=O)c1ccc(C)cc1)C1CC(=O)N(c2ccccc2Cl)C1=O (configuration not stated)	1.3%	-2.5%	9.1%	1%	1%	8%	1%	-6%	0%
Cc1ccccc1C(=O)N1CC(=O)Nc2ccc(F)cc2C1c1ccc(F)cc1 (configuration not stated)	5.3%	0.4%	0.4%	2%	0%	6%	8%	-1%	-2%
CCOc1ccc(N2CC(C(=O)Oc3ccccc3)CC2=O)cc1 (configuration not stated)	-0.2%	.	0.2%	23%	-3%	7%	.	1%	.
COc1ccc2oc(C)c(C(=O)c3ccc([N+](=O)[O-])cc3)c2c1	2.2%	-2.7%	0.2%[50 µM]	10%	-11%	10%	17%	5%	-15%
Cc1onc(-c2c(F)cccc2Cl)c1C(=O)NCCc1ccc(S(N)(=O)=O)cc1	-0.8%	-1.2%	-0.2%	7%	2%	12%	-7%	-4%	-12%
CC(C)N1CCC(NC(=O)Nc2ccc3c(c2)OCO3)CC1	0.1%	-1.3%	-0.1%	20%	-6%	6%	0%	-1%	5%
C=CCSc1nccc(=O)[nH]1	1.2%	-2.0%	-0.1%[50 µM]	11%	-2%	6%	7%	-3%	-14%
O=C(CSc1nc2ccsc2c(=O)n1Cc1ccccc1)NCc1ccco1	3.1%	0.0%	-0.9%	-1%	-6%	11%	-6%	2%	-8%
Clc1ccc(Cn2ncc3c(NCc4ccccc4)ncnc32)cc1	0.3%	2.4%	?	0%	3%	5%	10%	1%	-11%
COc1ccccc1C(CC(=O)O)NS(=O)(=O)c1ccc2c(c1)N(C(C)=O)CC(C)O2 (configuration not stated)	1.4%	-0.6%	0.1%	1%	-9%	5%	-1%	-3%	-3%
O=S(=O)(Nc1ccccc1Cl)c1cc(NC(=S)NCCN2CCOCC2)ccc1Cl	6.9%	3.2%	-0.1%	11%	-5%	4%	-10%	-2%	-5%
O=C(Nc1ncccn1)c1ccc([N+](=O)[O-])cc1[N+](=O)[O-]	1.4%	.	-2.3%	13%	-3%	14%	.	.	.
COc1ccc(-c2nc3ccccc3nc2-c2ccc(OC)c(OC)c2)cc1OC	3.3%	-1.9%	0.8%	5%	-3%	6%	1%	-7%	-16%
CCOC(=O)c1cc2c3ccccc3n(CC)c2nc1N	7.9%	-0.6%	0.2%	14%	-2%	6%	3%	-2%	4%
C=CCC(C#N)(c1ccc(OC)c(OC)c1)c1cnccn1 (configuration not stated)	-0.3%	.	-0.1%	10%	2%	9%	.	14%	.
COc1cccc(N(C(=O)CNC(=O)c2ccco2)C(C(=O)NC2CCCCC2)c2ccncc2)c1 (configuration not stated)	0.8%	1.3%	4.4%	1%	5%	8%	-4%	5%	21%
CC(=O)c1ccc(OC(=O)CCc2nc3ccccc3s2)cc1	1.6%	1.0%	.	26%	.	.	-1%	9%	4%
O=C(c1ccc(N2CCOCC2)c([N+](=O)[O-])c1)N1CCN(S(=O)(=O)c2cccs2)CC1	0.7%	-1.3%	0.1%	6%	3%	2%	1%	1%	0%
CC(C)CCNC(=O)C(=O)NC1CCCC1	0.5%	2.4%	13%	25%	.	8%	0%	3%	-5%
O=C(NCC1CCCO1)C(c1cccs1)N(Cc1ccccc1Cl)C(=O)c1ccc(-c2ccccc2)[nH]1 (configuration not stated)	4.3%	-1.0%	4.2%	-7%	-7%	10%	16%	25%	-10%
CC1(C)CC(N2CCCC2)=CC(=[N+]2CCCC2)C1	0.3%	0.7%	0.1%	9%	-7%	3%	-13%	4%	9%
CCOC(=O)c1ccc(CN2Cc3ccccc3C2=O)cc1	2.1%	0.2%	0.2%	6%	-6%	3%	-6%	-1%	-2%
(continued)
SMILES	RSV CPE inhibition	HIV fusion peptide	UTI89 phage lysis	Large T inhibition	Dengue-2 NS5 capping	MgcRacGAP inhibition	GPR55 antagonists	PhoP inhibition	GPR35 antagonists	others
Cc1cc(C)nc(Nc2ccccc2Br)n1	1.0%	5.1%	0.5%	-2%	3%	5%	-10%	8%	16%
CCOc1ccc(C(=O)NCC(=O)OC(C)C(=O)NCc2ccco2)cc1OCC (configuration not stated)	1.0%	-1.8%	0.4%	1%	12%	13%	-1%	7%	-10%
O=C(CSc1nnc(NC(=O)c2ccco2)s1)Nc1ccc(F)cc1	3.4%	-0.4%	-1.8%	-2%	-4%	-32%	7%	-6%	-8%
O=C(NCc1ccccc1Cl)C1CCN(S(=O)(=O)c2ccc(-n3cnnn3)cc2)CC1	4.2%	-0.4%	0.0%	10%	-8%	6%	1%	1%	6%
CCCCNC(=O)C1CC(c2ccccc2[N+](=O)[O-])=NO1 (configuration not stated)	1.9%	-1.3%	0.9%	4%	-5%	-2%	15%	-1%	7%
N#CCSc1nnc(COc2cccc3ccccc23)n1-c1cccc(Cl)c1	2.8%	-1.0%	0.5%	6%	-5%	10%	-1%	2%	3%
COC(=O)c1ccccc1OCCCOc1ccc(C)cc1OC	1.5%	-0.7%	.	-3%	.	.	-12%	0%	4%
COc1cc(/C=C(\C#N)C(N)=O)ccc1OCc1c(C)no[n+]1[O-]	3.5%	-1.3%	-0.1%	16%	-12%	17%	-6%	-12%	5%
COC(=O)C1=CN(Cc2cccs2)C=C(C(=O)OC)C1c1cccc(O)c1	0.6%	0.6%	-1.7%	-2%	-7%	3%	10%	-2%	6%
CCOC(=O)Cc1nc(-c2cccc(C(F)(F)F)c2)no1	1.4%	-0.7%	0.0%	5%	3%	8%	5%	-9%	12%
Cc1ccc(SC(C)C(=O)O/N=C(\N)c2ccncc2)cc1 (configuration not stated)	5.5%	0.0%	0.9%[50 µM]	-2%	-3%	6%	-23%	-7%	0%
Cc1ncc(CO)c2c1Oc1nc(-c3ccccc3)nc(SCC(=O)N3CCCCC3)c1C2	0.9%	3.8%	5.2%	23%	5%	9%	4%	-5%	2%
CN(c1ccc(C(=O)N2CCCCCC2)cc1)S(=O)(=O)c1ccc(Cl)cc1	2.9%	-0.6%	-0.2%[50 µM]	8%	2%	6%	1%	-7%	2%
Cn1cccc1C(=O)OCC(=O)Nc1cccc(S(=O)(=O)N2CCOCC2)c1	1.9%	-2.9%	0.2%	4%	-8%	7%	-1%	2%	2%
CCCCC(=O)Nc1ccc(C(=O)Nc2ccc(OC)cc2[N+](=O)[O-])cc1	2.3%	147%	0.2%	4%	1%	3%	-27%	-13%	-9%
CCCN(CCC)S(=O)(=O)c1ccc(C(=O)Nc2c(C)n(C)n(-c3ccccc3)c2=O)cc1	0.3%	0.8%	-0.6%	11%	1%	-4%	0%	11%	-6%
CN(CC(=O)Nc1ccccc1Cl)C(=O)COC(=O)CSc1ccc(F)cc1	-2.1%	.	0.4%[50 µM]	11%	1%	8%	.	7%	.
CC(=O)Oc1ccc(-n2c(=O)c3ccccc3c3ccccc3c2=O)cc1	0.2%	1.5%	-2.9%	0%	-9%	5%	4%	3%	0%
COc1cc(C)c(C(=O)Oc2cc(C)c(C(=O)O)c(O)c2)c(O)c1	.	45%	0.2%	-1%	7%	-1%	5%	-1%	-1%
COc1nc(NC(=O)c2ccc(F)cc2)nc(OC)c1-c1ccccc1	7.2%	-0.7%	-0.1%	6%	-4%	6%	2%	2%	8%
COc1cc(OC)c(OC)cc1CN1CCN(C(=O)c2cccc3ccccc23)CC1	1.1%	0.1%	0.2%	13%	0%	244µM*	-2%	-4%	-6%
CC(OC(=O)C1CCCCC1)C(=O)Nc1ccc(S(N)(=O)=O)cc1 (configuration not stated)	1.1%	.	-0.1%[50 µM]	.	2%	-4%	.	.	.
NC(=O)CSc1nnc(Cc2ccc3c(c2)OCO3)o1	2.8%	-1.4%	-0.4%	4%	-3%	-15%	-9%	5%	-9%
CCCS(=O)(=O)c1nc(S(=O)(=O)c2ccc(C)cc2)c(N2CCN(CCO)CC2)s1	0.7%	-0.6%	0.0%	-1%	1%	15%	14%	0%	2%
CCN(CC)C(=O)Cn1cc(C(=O)C(=O)N2CCc3ccccc32)c2ccccc21	-1.4%	-0.6%	0.2%	4%	-2%	9%	5%	-9%	4%
(further entries)
SMILES	RSV CPE inhibition	HIV fusion peptide	UTI89 phage lysis	Large T inhibition	Dengue-2 NS5 capping	MgcRacGAP inhibition	GPR55 antagonists	PhoP inhibition	GPR35 antagonists	others
O=C(O)C1C2C=CC(O2)C1C(=O)Nc1ccc(S(=O)(=O)N2CCc3ccccc32)cc1 (configuration not stated)	2.1%	8.1%	8.5%	11%	2%	9%	2%	-6%	-6%
C=CCOc1ccc(C2NC(=O)c3ccccc3O2)cc1OCC (configuration not stated)	0.3%	1.9%	0.0%	6%	-3%	2%	2%	-2%	-11%	Dengue-2 NS5 capping pilot replicate=-3.3
CC(C)C[C@H](NC(=O)c1nc[nH]c1C(=O)NC(c1ccccc1)c1ccccc1)C(=O)OC(C)(C)C	-3.3%	2.1%	2.1%	-3%	5%	6%	9%	7%	9%
CCc1ccc(Oc2nnnn2-c2ccc(C(N)=O)cc2)cc1	0.5%	-0.3%	0.2%	2%	-1%	2%	7%	-8%	-1%
Cc1cc(C(=O)COc2ccc3ccc(=O)oc3c2)c(C)n1Cc1cccs1	1.4%	0.9%	0.7%	1%	-1%	6%	4%	12%	?
CN(C)/C=C1\SC(=S)N(c2ccc(F)cc2)C1=O	0.6%	-1.9%	0.0%	5%	4%	9%	-10%	-8%	10%
O=C(c1cc(-c2ccco2)on1)N1CCN(C(c2ccccc2)c2ccccc2)CC1	.	-0.8%	7.0%	7%	-9%	-4%	17%	-3%	-5%
